Tb MetRS inh: Trypanosoma brucei MetRS inhibition | 360,000 tested, 0.4% active | purified T. brucei MetRS, ATP depletion, Kinase-Glo luminescence | inhibition, % at 11.9 µM | AID 624268;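 active = inhibition above a per-plate cutoff of the control wells' mean inhibition plus 3 SD, cut at about 5.5% in these data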;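 also: 0% = DMSO wells median and 100% = median of wells with control inhibitor compound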
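Measured by: Kinase-Glo luciferase luminescence reporting remaining unconsumed ATP. Material: purified T. brucei MetRS enzyme. Doses: 11.9 µM compound single dose, 0.9% DMSO. Medium: HEPES buffer containing pyrophosphatase, BSA, spermine, DTT. Times: 15 min preincubation, 2 h reaction, all 25 °C. Reagent: methionine, ATP and bulk E. coli tRNA.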
DNMT1 block: inhibitors of human DNMT1. P26358. DNMT1 molecular beacon, Hinp1I cleavage, fluorescence. inhibition (reported as % activation of signal), % at 10 µM. 360,000 tested, 0.83% active; in the data active = inhibition above about 50%
NRP1-CendR mod: modulators of CendR peptide binding to human neuropilin-1; 360,000 tested, 0.85% active; inhibition, % at 25 µM; FAM-RPARPAR peptide binding to NRP-1, fluorescence polarization; O14786;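 active = inhibition or corrected inhibition above about 18%, plus a signal ratio from 0.5 to 1.5, limit read from the data, passing the limit was not always enough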; also: strong numbers were not always called active
SUMO1-SIM PPI: SUMO1-SIM interaction modulation; inhibition, % at 20 µM; AID 602429; 360,000 tested, 0.33% active; SUMO1 binding to a labelled peptide, TR-FRET, 1 h; in the data active = inhibition above about 37%
Target sequence (P63165 whole entry, looked up): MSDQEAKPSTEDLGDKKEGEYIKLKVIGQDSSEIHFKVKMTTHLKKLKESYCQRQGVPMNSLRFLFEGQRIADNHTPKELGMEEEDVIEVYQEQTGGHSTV
LMPTP block: LMPTP (human) inhibition; P24666; inhibition, % at 20 µM; recombinant LMPTP-A, OMFP fluorogenic substrate, fluorescence intensity; AID 651560; 360,000 tested, 0.22% active;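 active = compounds that cut the enzyme signal by at least half of the control window in the single-dose screen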;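 also: plate controls were DMSO wells with enzyme plus substrate for no effect and substrate without enzyme for full effect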
Target sequence (P24666 whole entry, looked up): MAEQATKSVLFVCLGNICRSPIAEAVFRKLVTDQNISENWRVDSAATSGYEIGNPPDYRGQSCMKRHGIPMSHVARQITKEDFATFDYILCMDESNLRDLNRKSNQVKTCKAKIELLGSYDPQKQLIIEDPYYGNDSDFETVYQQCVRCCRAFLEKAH
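Test system – LMPTP-A phosphatase enzyme · Quantity – 0.625 nM LMPTP-A final · Reagent – OMFP substrate, 400 µM final · Dosing – one test concentration per compound, 20 µM, with 3% DMSO overall · Timing – 50 min enzyme reaction at room temperature, protected from light · Detection – fluorescence intensity · Controls – substrate-only low control, DMSO enzyme-plus-substrate high control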
NadD inh: NadD (S. aureus) enzyme inhibition; purified NadD enzyme, colorimetric absorbance read-out; inhibition, % at 20 µM; 360,000 tested, 0.78% active; in the data active = inhibition above about 26%; also: some compounds past the cut are filed as inactive
Scp-1 inhibitor: Scp-1 (human) phosphatase inhibition; Q9GZU7; Recombinant Scp1, phosphopeptide, malachite green phosphate absorbance; inhibition, % at 20 µM; 340,000 tested, 0.88% active; AID 493091;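 active = inhibition above about 50% at 20 µM, limit read from the data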;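 also: plate controls were DMSO wells with enzyme for no effect and wells lacking enzyme for full effect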
Target sequence (Q9GZU7 76-261 limits assumed): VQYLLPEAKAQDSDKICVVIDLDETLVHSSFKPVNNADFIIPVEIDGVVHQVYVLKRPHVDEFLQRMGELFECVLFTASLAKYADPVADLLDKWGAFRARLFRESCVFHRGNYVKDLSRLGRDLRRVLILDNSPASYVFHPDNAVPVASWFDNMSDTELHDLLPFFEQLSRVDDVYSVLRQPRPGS
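Test system: SCP-1 phosphatase catalytic domain, residues 76-261 | Compound dosing: One concentration, 20 µM, with 1.0% DMSO | Schedule: 45 min room-temperature reaction, 5 min colour, 30 min stabiliser | Detection: Absorbance at 630 nm | Read-out basis: % inhibition of SCP-1 phosphate liberation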
STEP block: STEP (human) phosphatase inhibition; recombinant STEP, OMFP fluorogenic substrate, fluorescence; 360,000 tested, 0.25% active; P54829; inhibition, % at 20 µM;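 active = inhibition at 20 µM, scaled per plate between control wells, above about 37%, limit read from the data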;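 also: 0% = DMSO with enzyme and substrate and 100% = substrate only without enzyme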
Target sequence (P54829 whole entry, looked up): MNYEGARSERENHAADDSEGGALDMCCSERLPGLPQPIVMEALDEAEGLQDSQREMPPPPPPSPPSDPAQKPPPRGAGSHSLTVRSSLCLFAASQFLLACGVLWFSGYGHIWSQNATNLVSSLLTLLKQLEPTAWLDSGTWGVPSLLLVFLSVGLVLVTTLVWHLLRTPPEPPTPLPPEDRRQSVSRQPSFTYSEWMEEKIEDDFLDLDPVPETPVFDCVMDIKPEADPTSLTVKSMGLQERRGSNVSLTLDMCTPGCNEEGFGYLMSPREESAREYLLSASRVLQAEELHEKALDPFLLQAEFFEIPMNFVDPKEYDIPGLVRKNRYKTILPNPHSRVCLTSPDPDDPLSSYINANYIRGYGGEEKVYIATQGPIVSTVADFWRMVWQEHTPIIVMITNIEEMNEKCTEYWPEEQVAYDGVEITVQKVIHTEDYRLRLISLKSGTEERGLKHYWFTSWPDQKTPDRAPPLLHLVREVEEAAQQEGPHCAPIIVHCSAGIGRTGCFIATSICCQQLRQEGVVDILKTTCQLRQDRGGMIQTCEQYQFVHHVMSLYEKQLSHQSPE
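medium = Bis-Tris buffer pH 6.0, 2.5 mM DTT, 0.005% Tween 20 | test system = STEP (striatal-enriched tyrosine phosphatase) enzyme, cell-free | measure = normalized % inhibition | compound dosing = 20 µM, 1% DMSO | also added = 25 µM OMFP | schedule = reaction 20 min, ambient temperature | measured by = fluorescence read at 480 nm ex / 540 nm em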
SKN-1 block: C. elegans SKN-1 inhibition; C. elegans VP596 Pgst-4::GFP/RFP ratio, acrylamide-induced, 24 h; inhibition, % at 21.8 µM; 360,000 tested, 0.49% active; AID 624304;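 active = interference check ratio from 0.5 to 1.5 plus GFP to RFP signal ratio inhibition reaching or exceeding a fixed threshold, cut at about 30% in these data, passing the limit was not always enough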; also: some compounds called inactive have numbers as strong as hits
Neddyl block: inhibitors of human cullin neddylation; TR-FRET cullin neddylation, biochemical; calls only at 25 µM; 360,000 tested, 0.58% active; AID 651699; in the data active = inhibition above about 36%
* marks the source's active call; other numbers are inactive results; i = inactive; nt = not tested or not shown; + = active, no number. The order is random; any-hit rate near 4.6%.

Order of values: SKN-1 block | NRP1-CendR mod | DNMT1 block | Neddyl block | Scp-1 inhibitor | SUMO1-SIM PPI | STEP block | NadD inh | Tb MetRS inh | LMPTP block
- COCCNC(=O)/C(C#N)=C/c1c(N2CCN(C)CC2)nc2c(C)cccn2c1=O
 : -2.6 | 5.1 | -0.4 | nt | -12.3 | -22.5 | -1.3 | -2.0 | -0.1 | -5.9
- C#CCn1cc(CNC[C@H]2O[C@@H](n3cnc4c(=O)[nH]c(N)nc43)[C@H](O)[C@@H]2O)c2ccccc21
 : 9.3 | -6.6 | -3.7 | i | nt | 0.2 | -2.0 | 0.2 | 0.8 | -0.3
- C=C(C)COc1ccc(-c2[nH]ncc2Oc2cccc(OC)c2)c(O)c1
 : -1.1 | 3.6 | -9.4 | i | -3.1 | 1.2 | 2.0 | -4.8 | -0.4 | 4.9
- CN(Cc1ccccc1)C(=O)COc1ccc(N(C)S(=O)(=O)c2ccc(F)cc2)cc1
 : 3.7 | 8.7 | -1.3 | i | 0.9 | -1.0 | 1.8 | -0.4 | -1.2 | 0.2
- O=c1c2cc(C(F)(F)F)ccc2sn1-c1ccccc1
 : 5.0 | 3.3 | -0.1 | i | nt | 2.9 | -3.7 | 4.1 | -1.0 | -1.5
- C/C(=N\NC(=S)NCC(C)(C)C)c1cc(F)cc(F)c1O
 : -11.4 | 3.6 | 3.4 | + | 0.1 | 2.5 | -2.5 | 5.7 | -1.5 | 0.5
- O=C(COC(=O)c1ccc(Cl)cc1[N+](=O)[O-])NNC(=O)c1cccs1
 : -1.8 | -9.8 | 4.5 | i | -4.7 | -27.3 | -0.1 | 0.6 | -0.2 | -0.6
- CN(Cc1ccccc1)C(=O)c1cccc(NC(=O)Cc2ccc(NC(=O)C3CCCN(C(=O)c4ccccc4)C3)cc2)c1 (stereo unspecified)
 : -8.4 | -1.1 | -8.7 | i | -4.2 | -1.5 | 1.8 | 3.8 | -0.2 | -0.5
- CC(C)(C)NC(=O)COC(=O)c1ccccc1Nc1ccc(SC(F)F)cc1
 : 2.3 | 4.1 | -6.0 | i | -5.3 | -3.1 | 1.4 | -3.9 | -0.1 | 4.9
- CCN(CC(=O)Nc1ccccc1C(F)(F)F)C(=O)Cc1ccccc1
 : 10.8 | -7.6 | 2.4 | i | 16.0 | 1.3 | -2.8 | 1.8 | 0.2 | -0.8
- CC1=C(C(=O)OC(C)C)C(c2ccc(Br)s2)NC(=O)N1C (stereo unspecified)
 : -24.4 | -2.1 | 2.1 | i | -11.9 | -4.4 | -1.7 | 1.4 | -1.9 | -0.3
- CC(C)(C)n1nc2c(c1NC(=O)c1ccc(F)c(F)c1)CS(=O)(=O)C2
 : -5.2 | 4.4 | -1.8 | i | -4.8 | 4.4 | -1.3 | -9.5 | 0.2 | 0.0
- O=C(/C=C/c1ccccc1)NC(=S)Nc1ccccc1C(=O)NC1CCCCC1
 : 2.0 | -27.2 | 16.1 | i | -8.0 | 1.3 | 2.2 | 7.2 | -0.4 | -0.9
- COc1cc(/C=C2\SC(=O)N(CC(=O)Nc3ccccc3F)C2=O)cc(Cl)c1O
 : -21.2 | -48.1 | 1.7 | i | -4.5 | -2.1 | 2.0 | 7.7 | -0.8 | -1.4
- CNC(=O)c1c(NC(=O)c2cccc(N3C(=O)CCC3=O)c2)sc2c1CCC2
 : 4.2 | -27.1 | -2.1 | i | 14.7 | -3.0 | -1.4 | -1.0 | -0.2 | 2.3
- Clc1cccc(CNc2ccn3nc(-c4cccs4)cc3n2)c1
 : 17.6 | -8.2 | -18.9 | i | nt | 11.5 | -0.7 | -0.2 | 0.1 | 2.3
- Cc1ccc(CSc2nnc(-c3ccco3)n2N)cc1
 : 14.5 | -2.8 | 1.7 | i | -2.2 | -1.4 | -4.7 | -2.6 | 0.4 | -0.8
- O=C(Nc1ccc(NC(=O)C2CC2)nc1)c1cnccn1
 : -3.7 | 19.0* | -2.5 | i | -2.8 | -5.3 | 1.3 | -1.9 | -0.1 | -2.5
- Cc1cc2ncn(-c3ncnc4sc(C)c(C)c34)c2cc1C
 : 19.8 | -21.7 | 3.0 | i | -0.1 | 18.7 | 2.3 | -2.1 | -0.2 | 0.1
- COc1ccc(OC)c(S(=O)(=O)N2CCC(C(=O)Nc3cc(C)ccc3C)CC2)c1
 : -1.3 | 1.6 | 4.9 | i | -3.7 | 3.9 | 1.9 | 0.2 | -0.4 | 1.1
- Cc1ccsc1C(=O)NCc1ccc(F)cc1
 : -8.5 | 3.2 | 1.3 | i | -9.6 | -3.1 | 0.5 | -12.0 | -0.3 | -1.2
- O=C(COC(=O)Cc1cccc(C(F)(F)F)c1)NCc1ccco1
 : 0.6 | -7.6 | 91.9* | i | 76.6* | 10.9 | 8.3 | 0.6 | -0.4 | 1.0
- C#CCN1C=CC(=O)[C@@H](OC(=O)Nc2ccc(Cl)cc2)[C@H]1c1ccccc1Br
 : 8.3 | -1.1 | -8.0 | i | -12.4 | -0.1 | -0.9 | 5.6 | 1.2 | 1.5
- O=C(C1CC1)N1CCc2cc(S(=O)(=O)N3CCOCC3)ccc21
 : -15.9 | -3.4 | -0.2 | i | -2.2 | 0.3 | -1.9 | 1.8 | -0.5 | -1.0
- Cc1cccc(OCC(O)CN2CCOCC2)c1 (stereo unspecified)
 : 5.1 | 0.2 | 0.4 | i | -4.7 | 10.6 | 0.2 | 0.7 | -0.9 | 0.2
- C=CCN1C(=O)c2ccc(C(=O)N(C)CC(=O)Nc3ccc(OCC)c(OCC)c3)cc2C1=O
 : 11.3 | -2.6 | 0.8 | i | 1.0 | -18.9 | 1.2 | -0.7 | -0.1 | -0.3
- C=CCOc1ccccc1OCC(O)CNC(C)C (stereo unspecified)
 : -10.6 | -9.4 | 2.7 | i | -6.3 | 0.6 | -2.1 | -3.3 | -0.2 | -1.0
- CCOC(=O)/C=C/COc1ccccc1[N+](=O)[O-]
 : -7.0 | 28.4* | 2.4 | i | 3.6 | -7.4 | -1.8 | -7.9 | -1.6 | -0.9
- CCCc1cc(=O)oc2cc(C)cc(OCC(=O)Nc3cccnc3)c12
 : 3.7 | -3.9 | 3.4 | nt | -1.1 | -6.0 | 0.7 | 4.1 | -0.2 | 1.2
- O=C(NCC1CCCO1)c1onc(CSc2ccc(F)c(F)c2)c1C(=O)O (stereo unspecified)
 : 8.6 | -5.2 | 5.4 | i | 2.7 | -2.5 | -1.6 | -4.8 | -0.1 | -0.8
- CS(=O)(=O)N(CC(=O)NCCSC1CCCCC1)c1ccccc1
 : 3.7 | 5.3 | 1.2 | i | -4.1 | -2.1 | 0.4 | -0.4 | -0.2 | 0.2
- Cc1ccc(CNC(=O)c2ccc(NS(=O)(=O)c3c(C)noc3C)cc2)cc1
 : 18.3 | 6.7 | 1.0 | i | -2.9 | 1.1 | -1.0 | -8.4 | -2.0 | -0.3
- CCCCC1CCC(c2ccc(C(N)=O)cc2)CC1 (stereo unspecified)
 : 2.7 | 2.6 | 8.4 | i | -6.0 | 2.0 | -1.5 | -5.5 | -0.2 | -1.9
- Cn1c(SCC(=O)NC2(C#N)CCCCC2)nnc1-c1cccnc1
 : 10.9 | 15.1 | 0.2 | i | 35.2 | -1.5 | -0.9 | 1.8 | -0.2 | -0.7
- CCN1CCN(CCNC(=O)c2cn(C(C)c3ccccc3F)nn2)CC1 (stereo unspecified)
 : 12.4 | -8.0 | 3.0 | i | 0.2 | -3.1 | -2.7 | 3.9 | 0.2 | -2.2
- Cc1ccc(C(=O)c2oc3nc(C)cc(C)c3c2N)cc1
 : 20.1 | 1.4 | -7.9 | i | -10.3 | -20.5 | 2.4 | 3.6 | -0.5 | 1.3
- Cc1cc(C)nc(Sc2c(C)nn(-c3ccccc3)c2C)n1
 : 2.6 | 0.5 | 0.5 | i | -8.1 | 0.3 | -3.5 | -2.4 | -0.7 | 0.6
- COc1ccc2c3n([n+]([O-])c2c1)CCN=C3c1cc(Cl)c(N)c(Cl)c1
 : 20.9 | -11.5 | -9.2 | i | 2.7 | -12.5 | -2.4 | -1.0 | 0.6 | 1.5
- COc1ccc(NC(=O)C2COc3ccccc3O2)cc1 (stereo unspecified)
 : 6.2 | -7.5 | 3.4 | i | -2.4 | -2.6 | -0.8 | -4.6 | -1.9 | -0.1
- Cc1ccnc(NC(=O)c2cccs2)c1
 : 14.7 | 9.8 | -0.8 | i | 11.5 | -1.9 | -2.5 | -7.8 | -0.2 | -1.7
- Cc1ccc(S(=O)(=O)Nc2cc3c(cc2C#N)OCO3)cc1C(N)=O
 : 12.9 | -10.8 | 0.4 | i | -1.2 | 3.2 | -1.3 | -2.7 | 0.0 | -1.0
- Cc1nnc(C)n1N1C(=O)c2cccc3cccc(c23)C1=O
 : -1.3 | -0.6 | 2.3 | i | -10.8 | -24.1 | -5.5 | 1.4 | -0.9 | -1.1
- C/C(CCC(C)C)=N\NC(=S)NCc1ccccc1
 : 11.2 | 1.5 | -1.1 | i | 0.6 | -10.5 | 3.1 | 0.8 | 0.5 | 1.4
- Cc1cc([N+](=O)[O-])cc([N+](=O)[O-])c1NCC(C)C
 : 17.2 | 4.2 | 1.6 | i | -3.4 | -29.1 | 13.0 | -6.4 | -0.6 | 3.7
- O=C1Nc2c(c(=O)[nH]c(=O)n2-c2ccc(F)cc2)C1(NS(=O)(=O)c1ccccc1)C(F)(F)F (stereo unspecified)
 : -6.2 | -10.7 | -1.1 | i | -4.0 | 0.7 | 1.1 | -5.2 | -0.7 | -1.6
- O=C(NCCCN1CCOCC1)c1ccc(CNS(=O)(=O)c2ccc(F)cc2)cc1
 : -1.0 | -7.1 | -1.2 | i | -0.3 | -3.9 | -0.6 | -4.7 | -1.3 | -0.6
- COc1ccccc1CNC(=O)C1CC(=O)N(c2ccc(C)c(C)c2)C1 (stereo unspecified)
 : 2.9 | 0.8 | 11.4 | i | -3.0 | -3.3 | 1.0 | -3.0 | -0.4 | -0.2

Record cards (already shown). Values in the order: SKN-1 block | NRP1-CendR mod | DNMT1 block | Neddyl block | Scp-1 inhibitor | SUMO1-SIM PPI | STEP block | NadD inh | Tb MetRS inh | LMPTP block
Cc1ccc(CNC(=O)c2ccc(NS(=O)(=O)c3c(C)noc3C)cc2)cc1 in the list: 18.3 | 6.7 | 1.0 | i | -2.9 | 1.1 | -1.0 | -8.4 | -2.0 | -0.3
Cn1c(SCC(=O)NC2(C#N)CCCCC2)nnc1-c1cccnc1 in the list: 10.9 | 15.1 | 0.2 | i | 35.2 | -1.5 | -0.9 | 1.8 | -0.2 | -0.7

High-throughput results deposited in PubChem BioAssay by several laboratories.
